VLA-4 inh = inhibition in a human VLA-4 binding assay; AID 2557; inhibition, % (about 7 µM as worked out from the volumes in the protocol); actives 0.2% (n = 330,000); P13612; VLA-4 expressing cells, ligand binding flow cytometry; in the data active = inhibition above about 50%
PME-1 primary = PME-1 (human) inhibition | Q9Y570 | recombinant PME-1, FP-Rh probe fluorescence polarization | inhibition, % at 5.9 µM | actives 0.53% (n = 320,000) | AID 2130;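 active = inhibition above the campaign mean of all compounds plus 3 SD, cut at about 26% in these data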;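 note: competitive labeling of PME-1 active site by serine hydrolase directed probe; 0% = PME-1 with DMSO and 100% = wells lacking PME-1 enzyme; inhibitors block probe labeling so polarization falls and inhibition rises; many of its hits are not listed in these tables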
Fam108B counter = counter-screen for RBBP9 inhibitors: inhibitors of mouse Fam108B | inhibition, % at 9.51 µM | AID 1947 | recombinant Fam108B, FP-Rh probe fluorescence polarization | actives 0.33% (n = 300,000);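 active = inhibition above the screen mean inhibition plus 3 SD, computed separately per campaign, cut at about 18% in these data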;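 note: inhibitors lower polarization as less probe binds the enzyme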
MCL1 BIM primary = MCL1-BIM-BH3 interaction inhibition (human). inhibition, % at 10.9 µM. Q07820. actives 0.68% (n = 320,000). GST-MCL1 / FITC-Bim-BH3 fluorescence polarization;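 active = inhibition above the mean inhibition of all tested compounds plus 3 SD, set per campaign, cut at about 40% in these data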;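 note: 0% = DMSO wells and 100% = unlabeled Bim-BH3 peptide control; higher means more loss of mP so more displacement of Bim peptide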
GLD-1 TGE inh = GLD-1-TGE RNA interaction inhibition (C. elegans); AID 2280; inhibition, % at 5.96 µM; actives 0.44% (n = 320,000); Q17339; purified GLD-1 + fluorescein TGE RNA, fluorescence polarization;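 active = percent inhibition above a per-plate cutoff, the plate mean of test compounds plus 3 SD, cut at about 30% in these data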;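 note: 0% = DMSO wells with GLD-1 and probe and 100% = wells lacking GLD-1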
Target sequence (Q17339 whole entry, looked up): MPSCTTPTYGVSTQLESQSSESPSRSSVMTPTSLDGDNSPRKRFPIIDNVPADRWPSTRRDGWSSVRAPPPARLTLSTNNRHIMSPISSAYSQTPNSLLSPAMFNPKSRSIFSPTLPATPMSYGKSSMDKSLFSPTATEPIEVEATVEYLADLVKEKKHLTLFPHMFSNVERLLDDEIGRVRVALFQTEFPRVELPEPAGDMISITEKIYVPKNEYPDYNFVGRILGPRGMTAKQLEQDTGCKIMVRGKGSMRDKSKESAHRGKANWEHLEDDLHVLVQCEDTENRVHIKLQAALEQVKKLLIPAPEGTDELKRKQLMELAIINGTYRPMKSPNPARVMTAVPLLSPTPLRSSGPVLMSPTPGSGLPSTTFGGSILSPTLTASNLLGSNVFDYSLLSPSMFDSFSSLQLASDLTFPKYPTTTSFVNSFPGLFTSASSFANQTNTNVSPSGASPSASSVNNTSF
BCLXL inh = blocks human Bcl-xL binding to Bim BH3 peptide. Q07817. GST-Bcl-xL / FITC-Bim BH3 peptide fluorescence polarization. inhibition, % at 10.9 µM. actives 0.7% (n = 320,000). AID 2129;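 active = inhibition above the mean of all tested compounds plus 3 SD, cutoff set per campaign, cut at about 30% in these data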;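 note: 0% = DMSO wells and 100% = unlabeled Bim-BH3 peptide competitor; inhibitors lower millipolarization by displacing the labeled peptide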
Efflux pump mplx = blocks antifungal efflux pumps in multiplex yeast assay; S. cerevisiae Candida pump triplex, Nile Red efflux; inhibition, % at 10 µM; actives 0.44% (n = 330,000);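 active = plate passing quality check with inhibition over a set limit, or well fluorescence over plate mean plus 4 SD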;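 note: Nile Red retained in pooled yeast measured as flow cytometry median fluorescence; 0% = buffer negative control and 100% = Enniatin B positive control; higher means more Nile Red kept so more efflux inhibition; some compounds called inactive have numbers as strong as hits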
MEX-5 binding = C. elegans MEX-5 TCR-2 RNA binding activity; activity score (negative = inhibition of binding), % at 10 µM; MEX-5/FITC-TCR2 RNA binding, fluorescence polarization; active compounds read low; actives 0.38% (n = 300,000); AID 1832; Q9XUB2;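 active = inhibition past about -25% in most replicates, and total fluorescence under double the plate's negative control median, limit read from the data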;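 note: 0% = DMSO and -100% = 5 µM competing unlabeled TCR2 RNA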
Target sequence (Q9XUB2 whole entry, looked up): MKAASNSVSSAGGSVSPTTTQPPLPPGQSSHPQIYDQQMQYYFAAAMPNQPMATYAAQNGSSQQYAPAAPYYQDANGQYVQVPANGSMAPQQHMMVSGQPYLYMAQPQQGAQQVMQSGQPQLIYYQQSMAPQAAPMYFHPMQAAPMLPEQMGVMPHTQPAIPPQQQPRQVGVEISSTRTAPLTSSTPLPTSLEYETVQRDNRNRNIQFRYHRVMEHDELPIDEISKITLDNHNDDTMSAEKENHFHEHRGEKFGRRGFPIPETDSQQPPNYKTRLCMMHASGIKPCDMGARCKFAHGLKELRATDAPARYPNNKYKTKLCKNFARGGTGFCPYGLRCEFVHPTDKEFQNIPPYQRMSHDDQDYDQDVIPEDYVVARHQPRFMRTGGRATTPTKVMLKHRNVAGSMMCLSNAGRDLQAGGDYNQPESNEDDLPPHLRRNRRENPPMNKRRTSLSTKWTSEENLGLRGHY
GRK2 aptamer HTS = blocks RNA aptamer binding to human GRK2 | bead flow cytometry, FAM-aptamer displacement from GRK2 | inhibition of aptamer binding, % at 10 µM | actives 0.59% (n = 330,000) | AID 488847;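 active = inhibition of aptamer binding above 40%, roughly 3 SD of noise, on plates passing a quality check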;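 note: median bead fluorescence of bound FAM aptamer so fluorescent compounds give negative values; no value below 0 was filed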
Starred values were filed as active, the others as inactive; . = not tested or not shown.

[1] O=C(CNC1CCCCC1)Nc1cccc(C(F)(F)F)c1
[2] CCc1ccccc1Oc1ccc(S(=O)(=O)N2CCN(C)CC2)cn1
[3] CC(=O)Nc1ccccc1OCC(=O)NC(C)c1ccccc1 (stereo unspecified)
[4] Cc1ccccc1NS(=O)(=O)c1nnc(NC(=O)c2ccccc2C)s1
[5] NC(=S)N/N=C/c1ccc([N+](=O)[O-])cc1
[6] Cc1cc(C(=O)CSc2nc(N)cc(N)n2)c(C)n1-c1cccc(F)c1
[7] CCOc1ccc(Nc2oc(-c3cccs3)nc2C#N)cc1
[8] O=C(N/N=C/c1ccccc1O)C(=O)N1CCCCCC1
[9] CCN(c1ccc(NC(=O)CCc2nc3sc4c(c3c(=O)[nH]2)CCCC4)cc1)C(C)C
[10] O=C(c1ccc(NC2=NC3CS(=O)(=O)CC3S2)cc1)N1CCc2ccccc2C1 (stereo unspecified)

Screen / compound no.,1,2,3,4,5,6,7,8,9,10
VLA-4 inh,9.9,-4.4,11.5,-2.9,-5.6,16.9,0.5,3.9,-4.5,-8.8
PME-1 primary,4.4,3.0,-2.1,0.2,4.1,1.4,9.6,3.6,14.6,-3.3
Fam108B counter,-0.9,5.6,-2.2,-2.5,3.5,2.4,5.4,-1.3,2.2,-4.3
MCL1 BIM primary,7.4,3.0,-18.6,2.6,15.6,5.0,0.9,10.2,-4.0,10.3
GLD-1 TGE inh,-0.1,2.9,-4.9,-0.4,0.6,2.9,4.8,6.1,0.5,1.3
BCLXL inh,4.3,5.5,-1.5,1.3,4.9,5.2,3.7,2.6,2.6,1.5
Efflux pump mplx,-0.1,-0.1,0.1,0.0,0.0,0.5,0.3,-0.1,-0.1,0.0
MEX-5 binding,1.2,-0.5,-0.8,1.5,-2.1,-0.2,-0.3,-0.1,0.7,0.1
GRK2 aptamer HTS,0.0,3.0,1.0,0.0,2.0,6.0,0.0,0.0,0.0,0.0

[11] CCC(=O)c1ccc(OCC(O)CN2CCN(S(=O)(=O)N3CCCCC3)CC2)cc1 (stereo unspecified)
[12] CCOC(=O)C(C#N)=C1CCN(Cc2ccccc2)CC1
[13] COc1ccc(-c2nc(NC(=O)CSc3nnc4ccccn34)ns2)cc1
[14] CCOc1ccc(NC(=O)CSc2nnc(CNC(=O)c3cccs3)o2)cc1
[15] COc1ccc(S(=O)(=O)N2CCCCC2)cc1NC(=O)CNc1ccccc1N1CCCC1=O
[16] O=C(NC1CCCCC1)C(c1ccco1)N(C(=O)C(F)(F)F)C1CC1 (stereo unspecified)
[17] CSCC[C@H](NC(=O)N1CCn2c1nc1ccccc12)C(=O)NCc1ccc(C)cc1
[18] CCCCN(C1CCS(=O)(=O)C1)S(=O)(=O)c1ccc(C(C)C)cc1 (stereo unspecified)
[19] Cc1c(C(=O)N2CCNCC2)oc2ccccc12
[20] O=C1CCCc2nc(N3CCc4ccccc43)ncc21

Screen / compound no.,11,12,13,14,15,16,17,18,19,20
VLA-4 inh,4.4,-11.5,8.9,2.2,7.0,-4.5,-3.8,-34.5,5.2,5.4
PME-1 primary,1.5,1.0,0.1,1.6,14.1,2.2,9.4,-2.0,.,-1.0
Fam108B counter,-1.3,-2.3,1.6,0.5,.,0.0,1.3,4.0,.,1.5
MCL1 BIM primary,-0.1,60.4*,3.2,5.2,-3.3,9.7,5.8,2.1,.,0.5
GLD-1 TGE inh,-4.5,28.6,1.9,-5.9,-1.2,-0.6,7.2,0.9,.,-1.2
BCLXL inh,4.2,58.3*,3.5,2.3,-0.5,6.4,7.0,1.5,.,2.4
Efflux pump mplx,0.1,-0.2,0.0,0.0,-0.1,0.0,-0.2,-0.1,0.2,-0.4
MEX-5 binding,1.7,-0.5,-3.5,.,.,1.6,1.1,2.0,-1.4,.
GRK2 aptamer HTS,2.0,1.0,0.0,4.0,0.0,0.0,2.0,1.0,3.0,4.0

[21] CCOC(=O)c1nc(-c2ccc3c(c2)OCO3)[nH]c1C
[22] Cc1ccc(CNC(=O)C(Cc2ccccc2)NS(=O)(=O)c2cccs2)cc1 (stereo unspecified)
[23] CC(C)c1ccc(NC(=O)CCCN2C(=O)NC(C)(C)C2=O)cc1
[24] CCCC(=O)N1CCN(Cc2ccc3c(c2)OCO3)CC1
[25] COc1ccccc1CN(C)C(=O)COC(=O)c1c(C)noc1C
[26] CCOc1cc(N2CCOCC2)c(OCC)cc1NC(=O)COC(=O)c1ccc(Cl)nc1
[27] Cc1cccc(CCNC(=O)C2CCN(S(=O)(=O)c3ccccc3)CC2)c1
[28] COc1ccc(N(CC(=O)Nc2ccc(OC)c(Cl)c2)S(=O)(=O)c2c(C)noc2C)cc1
[29] COc1ccc(OC)c(NC(=O)COC(=O)c2n[nH]c3ccccc23)c1
[30] Cc1ccc2nc(SCC(=O)N(CC(C)C)c3c(N)n(CC(C)C)c(=O)[nH]c3=O)[nH]c2c1

Screen / compound no.,21,22,23,24,25,26,27,28,29,30
VLA-4 inh,14.9,4.4,10.8,2.6,10.5,1.3,17.9,16.7,9.7,3.1
PME-1 primary,3.7,-0.3,-4.4,-1.8,.,.,22.3,-6.4,-16.0,0.9
Fam108B counter,0.1,3.9,.,3.5,.,.,0.6,-6.3,.,1.9
MCL1 BIM primary,-1.4,-4.2,-9.8,4.7,.,.,-1.5,-3.4,-5.9,7.8
GLD-1 TGE inh,-2.4,-6.8,2.7,-0.4,0.0,-5.4,2.6,7.4,2.3,9.6
BCLXL inh,-3.5,1.5,-8.1,3.6,.,.,5.9,2.0,-2.8,9.0
Efflux pump mplx,0.3,0.0,0.2,0.1,0.2,-0.1,0.0,0.1,-0.1,-0.2
MEX-5 binding,-1.1,0.6,.,0.5,.,.,2.0,-1.2,.,-0.7
GRK2 aptamer HTS,4.0,0.0,1.0,4.0,0.0,1.0,1.0,2.0,2.0,5.0

[31] S=c1nc(NCc2cccc(Cl)c2)c2ccccc2[nH]1
[32] CCOC(=O)CNC(=O)CSc1ccc(-c2nc3ccccc3[nH]2)cn1
[33] COc1cccc(CC(=O)Nc2ccccc2N2CCCC2)c1
[34] CCCCOc1ccc2ccccc2c1C=O
[35] CC(C)c1ccc(C(C)NC(=S)NC2CCCCC2)cc1 (stereo unspecified)
[36] COc1ccc(CN(Cc2cccn2C)S(=O)(=O)c2ccccc2)cc1
[37] N#C/C(=C\c1ccccc1[N+](=O)[O-])c1nc(C2CC2)cs1
[38] O=C(CN1C(=O)c2ccccc2C1=O)NCC(=O)OCC(=O)c1ccc(Br)cc1
[39] O=S(=O)(Nc1nc2ccccc2nc1Cl)c1ccc(Cl)cc1
[40] O=C(COC(=O)C12CC3CC(CC(O)(C3)C1)C2)Nc1ccccc1OC(F)F

Screen / compound no.,31,32,33,34,35,36,37,38,39,40
VLA-4 inh,-4.2,13.2,-8.9,4.4,-1.8,0.1,11.0,21.8,-9.6,13.7
PME-1 primary,0.6,-6.6,-7.2,3.9,.,4.0,5.3,3.1,4.1,4.0
Fam108B counter,-0.8,1.3,2.9,2.6,.,-2.5,5.9,-0.6,-2.2,2.8
MCL1 BIM primary,3.2,6.3,-3.1,-3.7,.,-7.9,-1.1,0.6,0.9,-3.5
GLD-1 TGE inh,-0.8,-2.6,-3.1,5.6,.,2.2,10.4,-0.9,5.6,2.6
BCLXL inh,3.1,7.1,4.8,-2.0,.,2.4,-1.8,1.5,4.8,5.3
Efflux pump mplx,0.0,-0.1,-0.1,0.1,0.0,-0.1,0.2,-0.1,0.1,0.1
MEX-5 binding,0.6,0.5,0.9,0.6,0.6,0.1,0.4,1.7,1.5,1.5
GRK2 aptamer HTS,1.0,1.0,0.0,1.0,2.0,0.0,0.0,4.0,1.0,0.0

[41] N#Cc1ccccc1OCC(=O)NC(=O)NC1CCS(=O)(=O)C1 (stereo unspecified)
[42] COc1ccccc1C1/C(=C(/O)c2ccc(OC(C)C)cc2)C(=O)C(=O)N1c1cc(C)on1 (stereo unspecified)
[43] Cc1ccc(OCCSc2nc(NC(C)C)nc(NC(C)C)n2)cc1
[44] COc1cc(OC)cc(-c2c(-c3cccs3)c3cc(-c4cc(OC)c(OC)c(OC)c4)ccc3n2C)c1
[45] Cc1nc2c(C)cccn2c1/C(O)=C1\C(=O)C(=O)N(CCN(C)C)C1c1ccccc1 (stereo unspecified)
[46] O=C(NNS(=O)(=O)c1ccc2ccccc2c1)c1cccnc1
[47] CCCn1nc2cc(C(=O)NCc3ccc(C)cc3)ccc2c1OC
[48] C#CCOC(=O)c1csc2nnsc12
[49] O=C(COC(=O)c1cccc(Cl)c1)NC1CCS(=O)(=O)C1 (stereo unspecified)
[50] CC1=C(C(N)=O)C(c2ccccc2F)NC(=O)N1 (stereo unspecified)
[51] CC(=O)N1CCc2cc(S(=O)(=O)Nc3ccc(C)cc3)ccc21
[52] Cc1csc(NC(=O)c2cccs2)n1
[53] O=C(Nc1nc2nc(-c3ccccc3)cc(=O)n2[nH]1)c1ccccc1

Screen / compound no.,41,42,43,44,45,46,47,48,49,50,51,52,53
VLA-4 inh,1.3,-0.5,-4.8,-4.0,24.6,3.8,.,3.1,7.7,13.6,0.0,4.8,0.9
PME-1 primary,4.6,3.1,-0.4,.,-6.5,-0.9,3.9,0.8,-1.0,-2.0,8.6,-2.4,2.7
Fam108B counter,.,0.0,-7.1,.,1.9,-5.4,-0.5,-6.8,.,-0.7,1.0,-2.2,-1.4
MCL1 BIM primary,-2.7,-0.7,-2.5,.,-1.4,6.7,-2.8,8.1,-2.0,-5.3,5.6,3.5,8.3
GLD-1 TGE inh,-7.2,0.6,3.2,-7.4,3.4,-1.2,2.4,-1.3,2.5,0.0,-0.5,5.5,-4.2
BCLXL inh,2.1,-0.2,2.5,.,3.6,1.2,3.3,8.8,3.9,5.1,3.9,5.6,3.4
Efflux pump mplx,-0.1,-0.1,-0.5,0.0,0.0,0.0,.,0.1,-0.1,0.1,-0.1,0.0,-0.1
MEX-5 binding,.,0.1,0.0,.,1.2,-0.9,2.4,0.2,.,0.9,0.2,0.5,1.3
GRK2 aptamer HTS,5.0,0.0,0.0,0.0,0.0,3.0,.,0.0,1.0,5.0,0.0,0.0,1.0

From PubChem

The list is partial, so the mix of outcomes need not match the whole.
